Compound activity (PubChem BioAssay)
Pf growth 96h: inhibits malaria parasite growth, 96 h | P. falciparum luciferase reporter growth, 96 h | Potency, µM (doses to about 28.7 µM), inactives show at the top dose activity change, negative = inhibition, hits mostly inhibitors | hit rate 6.9% among 320,000 | AID 504834; also: potency is read from the fitted curve at half-maximal effect; % is scaled to controls: 0 for no effect and ±100 for the full control effect
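Two-generation exposure (96 h) targets delayed-death phenotype. Reporter parasites carrying integrated firefly luciferase, in red cells at 2% hematocrit and 0.05% parasitemia final, kept at 37 C, 5% CO2; luminescence loss indicates inhibition.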
Cycloheximide cs: counter-screen for Shiga toxin inhibitors: cycloheximide protein synthesis inhibition. cell reporter, cycloheximide protein synthesis inhibition counterscreen. max response, %. hit rate 12% among 300,000; in the data active = max response mostly above about 13%, no sharp cut-off; inactive = mostly below about 14%; also: read at 38.3 µM for the half of the compounds with a filed dose; 0% is about no effect
Shiga inhibitor: blocks Shiga toxin action in Vero cells; hit rate 9.2% among 290,000; inhibition, % at 38.7 µM; AID 2315; Vero cells, Shiga toxin protein synthesis inhibition reporter; in the data active = inhibition mostly above about 28%, no sharp cut-off; inactive = mostly below about 43%; also: 0% is about no effect
Pf growth 48h: P. falciparum growth inhibition at 48 hours (one generation); hit rate 5.9% among 310,000; P. falciparum luciferase growth in erythrocytes, 48 h; Potency, µM (titrated, usually from 28.7 µM), inactives show at the highest dose activity change, negative = inhibition, actives largely listed as inhibitors; also: potency is read from the fitted curve at half-maximal effect; % is scaled to controls: 0 for no effect and ±100 for the full control effect
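Growth was read as firefly luciferase luminescence after a 48 h, 37 C, 5% CO2 exposure of compounds to reporter-bearing P. falciparum cultures (0.1% parasitemia, 2% hematocrit final) in Albumax-supplemented RPMI 1640.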
AmpC no deterg: blocks E. coli AmpC beta-lactamase in detergent-free assay. AmpC nitrocefin hydrolysis, absorbance 480 nm, 0.0001% Triton. Potency, µM (top dose mostly 57.1 µM), inactives show at the top dose activity change, negative = inhibition, actives largely listed as inhibitors. hit rate 0.52% among 330,000;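 also: potency is read from the fitted curve at half-maximal effect; plate controls were no compound for no effect and no enzyme for full effect; nearly all actives have a fitted effect of over 20% in size; some results filed as inactive show a strong effect at the top dose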
Target sequence (P00811 whole entry, looked up): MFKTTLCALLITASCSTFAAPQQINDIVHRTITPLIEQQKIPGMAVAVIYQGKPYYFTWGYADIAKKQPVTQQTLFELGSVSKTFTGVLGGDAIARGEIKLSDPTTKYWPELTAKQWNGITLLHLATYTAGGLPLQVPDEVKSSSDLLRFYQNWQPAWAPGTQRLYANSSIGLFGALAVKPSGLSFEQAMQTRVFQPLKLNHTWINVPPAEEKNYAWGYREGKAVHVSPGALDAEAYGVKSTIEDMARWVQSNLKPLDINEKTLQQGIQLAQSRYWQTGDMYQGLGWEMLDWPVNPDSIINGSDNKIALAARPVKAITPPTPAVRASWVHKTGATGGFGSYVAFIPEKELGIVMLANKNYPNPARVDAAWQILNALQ
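20 mM phosphate pH 7.0 + 0.01% (detergent screen) or 0.0001% Triton X-100; 5.3 nM AmpC reagent; cpd preinc 15 min RT; nitrocefin (800 uM stock) to start; A480 q20 s × 4 min; Activity was normalised to no-enzyme and no-compound control wells.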
LmPK inh: inhibitors of Leishmania mexicana pyruvate kinase. Potency, µM (series often up to 57.5 µM), for inactives: at the top dose activity change, negative = inhibition, most hits filed as inhibitors. purified LmPK, Kinase-Glo ATP luminescence, 1 h. Q27686. hit rate 0.37% among 290,000. AID 1721; also: potency is read from the fitted curve at half-maximal effect; % is scaled to controls: 0 for no effect and ±100 for the full control effect
Target sequence (Q27686 whole entry, looked up): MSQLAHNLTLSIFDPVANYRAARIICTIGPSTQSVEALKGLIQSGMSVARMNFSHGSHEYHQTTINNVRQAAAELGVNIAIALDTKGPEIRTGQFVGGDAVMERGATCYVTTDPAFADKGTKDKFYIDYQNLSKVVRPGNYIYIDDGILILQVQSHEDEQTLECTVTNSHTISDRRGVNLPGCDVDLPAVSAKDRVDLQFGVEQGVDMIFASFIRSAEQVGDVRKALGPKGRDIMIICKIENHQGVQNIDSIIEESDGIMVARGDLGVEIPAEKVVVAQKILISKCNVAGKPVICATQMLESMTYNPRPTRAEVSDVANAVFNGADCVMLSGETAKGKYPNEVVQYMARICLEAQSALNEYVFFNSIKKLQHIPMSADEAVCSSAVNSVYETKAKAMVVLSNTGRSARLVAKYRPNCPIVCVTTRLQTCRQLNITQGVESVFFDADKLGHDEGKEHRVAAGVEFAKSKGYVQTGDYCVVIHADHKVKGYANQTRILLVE
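Kinase-Glo luminescence read after 1 h RT reaction of 0.1 nM LmPK with 0.5 mM PEP and 0.1 mM ADP. Activity scaled between uninhibited and enzyme-free controls.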
TbPYK inhibitor: inhibitors of Trypanosoma brucei pyruvate kinase. Potency, µM (titrated, usually from 76.8 µM), inactives show at the top dose activity, negative = inhibition, actives largely listed as inhibitors. AID 624173. hit rate 0.12% among 410,000. TbPYK enzyme, Kinase-Glo Plus ATP luminescence, 45 min; also: potency is read from the fitted curve at half-maximal effect; % is scaled to controls: 0 for no effect and ±100 for the full control effect; nearly all actives have a fitted effect of over 50% in size
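Luminescent Kinase-Glo Plus end-point after 45 min room-temperature reaction of T. brucei pyruvate kinase started with 130 uM ADP (final). Buffer TEA 50 mM pH 7.2 with KCl, MgCl2, BSA, Tween-20; titration-based qHTS with fitted concentration-effect curves.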
Active calls of the source: *; i = inactive; u = inconclusive; x = no result given; [ ] = dose if it differs, or a comment. Unless noted, calls follow the shape of the dose curve; as a rule, active = well fitted curve in the direction sought with a large enough effect; inconclusive = small, poorly fitted or top-dose-only effect, or another doubt; inactive = no such curve, though single readings can be large; an effect the other way counts as inactive or inconclusive.

SMILES	Pf growth 96h	Cycloheximide cs	Shiga inhibitor	Pf growth 48h	AmpC no deterg	LmPK inh	TbPYK inhibitor
CSc1nc(C)cc(Oc2ccc(=O)[nH]n2)n1	-20%	4	-11	28%	-6%	0%	-7%
O=C(NCc1nc(-c2ccccc2)cs1)c1ccccc1	-21%	19*	30*	88%[activator]	-26%	3%	1%
COc1ccc(NCc2nnc(SCC(=O)NNC(=O)c3ccc(C)cc3)n2C)cc1	5%	5	-4	8%	-17%	-2%	2%
Cc1cnc(C(=O)NNC(=O)c2ccc(Br)cc2)cn1	u	x	x	12µM*	0%	x	2%
O=C(CSc1nc2c(cnn2-c2ccc(F)cc2)c(=O)[nH]1)N1CCOCC1	-20%	-3	-22	31%[activator]	-12%	0%	-7%
CN(C)S(=O)(=O)c1cccc(NC(=O)COC(=O)c2cc(-c3cccc(Br)c3)nc3ccccc23)c1	7%	-2	9	4%	u	-2%	0%
O=C(NCC1CCCCC1)c1ccc(Cl)c(S(=O)(=O)N2CCOCC2)c1	u	x	x	u	52%	x	2%
O=C(Cc1cccc2ccccc12)NN1C(=O)CSC1=S	12%	-2	35	28%	-36%	0%	-5%
Cn1nc(CC(=O)Nc2ccc(N3CCN(C(=O)OC(C)(C)C)CC3)cc2)c2ccccc2c1=O	19%	-1	18	u	-7%	7%	-14%
Cc1oc(-c2ccc(Cl)cc2)nc1CN1CCC(C(=O)NCCCN2CCCC(C)C2)CC1 (stereo not given)	7%	-2	-5	2.1µM*	67%[activator]	4%	2%
O=C(NC1CCCCC1)c1nc2c(nnn2Cc2ccccc2Cl)c(=O)[nH]1	0%[5.75 µM]	1	17	5%	-17%	1%	-5%
CCCNS(=O)(=O)c1ccc(OCC(=O)N2CCOCC2)cc1	22%	-1	9	-15%	-9%	-6%	-1%
CN(CC(=O)Nc1ccc(Cl)cc1)C(=O)c1cccc(S(=O)(=O)N2CCN(Cc3ccccc3)CC2)c1	u	x	x	1%	176%[activator]	x	-7%
COc1ccc(NC(=O)CNC(=O)Cc2ccccc2)cc1OC	33%	-3	4	27%	-17%	1%	-3%
CCOc1ccc(S(=O)(=O)NCCC(=O)OCC(=O)Nc2cc(C)on2)cc1	91%[activator]	1	-6	17%	-22%	1%	-7%
N#Cc1ccc(C(=O)Nc2nc3ccccc3[nH]2)cc1	156%[activator]	35*	59*	63%[activator]	-10%	-2%	-2%
CC(=O)c1ccc(S(=O)(=O)NCc2ccc(C(=O)NCC(c3ccccc3)N(C)C)cc2)cc1 (stereo not given)	u	7	21	13µM*	26%	0%	-4%
CN(C)S(=O)(=O)n1cc(/C=C(\NC(=O)c2ccccc2Cl)C(=O)NCCCN2CCOCC2)c2ccccc21	u	14	2	u	208%[activator]	6%	-2%
O=C1C(=O)N(c2cccc(Cl)c2)C(c2ccccc2[N+](=O)[O-])/C1=C(\O)c1ccccc1 (stereo not given)	35%[activator]	19*	37	-4%	-43%	-1%	1%
O=C1C[C@@H](c2ccc(O)cc2)Oc2cc(O)cc(O)c21	60%[activator]	-2	-7	65%[activator]	-27%	0%	2%
CN(CC(=O)Nc1sc2c(c1C#N)CCCCC2)Cc1nc2ccccc2c(=O)[nH]1	u	-2	-4	-10%	57%	0%	-7%
N/C(=N\[N+](=O)[O-])N1CCN(C(=O)Oc2ccccc2)CC1	-10%	-1	-9	34%[activator]	-1%	-11%	-2%
Cc1ccccc1-n1c(SCC(=O)c2c(N)n(C)c(=O)n(C)c2=O)nc2sc3c(c2c1=O)CCCC3	0.93µM*	-3	-1	3.7µM*	-5%	2%	-11%
CCN(CC(=O)Nc1cccc(OC)c1)C(=O)c1ccncc1	7%	-4	6	3%	-9%	0%	5%
Cc1cccc(C2c3[nH]c4ccccc4c3CCN2Cc2ccc(C)s2)n1 (stereo not given)	-3%	-2	-1	u	-3%	7%	17%
CC(=O)Nc1ccc(NC(=O)C(C)OC(=O)C2CCCC2)cc1 (stereo not given)	u	x	x	-1%	-1%	x	-4%
Cc1ccc(/C=C2\SC(=S)N(CCC(=O)NNC(=O)c3ccc(O)cc3)C2=O)cc1	19%	9	14	32%[activator]	-39%	-1%	1%
Cc1cc(C)nc(SC2CC(=O)N(c3ccc(Br)cc3)C2=O)n1 (stereo not given)	-16%	-1	-4	2%	2%	-1%	0%
O=C(CN1C(=O)/C(=C\c2ccc(F)cc2)Oc2ccccc21)NCc1ccco1	-28%	1	14	-3%	-7%	1%	4%
COc1ccc(-c2cc(C(=O)NCc3ccco3)c3ccccc3n2)cc1	3.3µM*	14*	27	u	64%[activator]	0%	-9%
CCN(CC)CCN(C(=O)c1ccc(C(C)=O)cc1)c1nc2ccc(Cl)cc2s1	0%	21	39	u	-1%	5%[11.5 µM]	1%
COc1cc(NC(=O)COC(=O)c2ccccc2F)cc(OC)c1	37%	8	-3	17%	-12%	4%	-2%
Cc1ccc2c(c1)N(CC(=O)Nc1ncccc1C)C(=O)C(C(C)C)O2 (stereo not given)	u	1	-2	20%	1%	-2%	1%
CC1CCN(S(=O)(=O)c2ccc(S(=O)(=O)NCc3cccnc3)cc2)CC1	13%	-2	-8	4%	34%	7%	2%
Cc1ncc(C[n+]2csc(CCOC(=O)CC3C4CC5CC(C4)CC3C5)c2C)c(N)n1 (stereo not given)	u	-5	1	9%	38%	-3%	3%
Cc1cccc(OCCc2c(C)[nH]c(=S)[nH]c2=O)c1	-18%	7	-11	1%	-37%	4%[11.5 µM]	-7%
Cc1ccc(OCC(=O)N2CCN(C(=O)Cc3ccccc3)CC2)cc1	12%	-3	-9	u	-2%	-1%	2%
CCCc1cc(=O)[nH]c(SCC(=O)Nc2nc(-c3ccccc3)cs2)n1	26%	-2	20	41%[activator]	13µM*	6%	2%
COP(=O)(OC)c1nc(-c2cccc3ccccc23)oc1NCc1ccccc1	u	1	-4	u	162%[activator]	-2%	3%
COc1cccc(C(=O)OCC(=O)NC(C)CCc2ccccc2)c1O (stereo not given)	4%	8	-6	8%	-3%	-6%	-17%

Only AmpC no deterg (four entries from above):
Compound	AmpC no deterg
CC(=O)Nc1ccc(NC(=O)C(C)OC(=O)C2CCCC2)cc1 (stereo not given)	-1%
N/C(=N\[N+](=O)[O-])N1CCN(C(=O)Oc2ccccc2)CC1	-1%
CCN(CC(=O)Nc1cccc(OC)c1)C(=O)c1ccncc1	-9%
CC1CCN(S(=O)(=O)c2ccc(S(=O)(=O)NCc3cccnc3)cc2)CC1	34%

Next section:
SMILES	Pf growth 96h	Cycloheximide cs	Shiga inhibitor	Pf growth 48h	AmpC no deterg	LmPK inh	TbPYK inhibitor
CN(Cc1ccccc1Cl)C(=O)C1CCC(=O)N(CCc2cccc(F)c2)C1 (stereo not given)	u	10	2	-19%	118%[activator]	-8%	0%
Cc1ccc(C2=[N+]([O-])C3(CCCCC/C3=N\NC(N)=O)N(O)C2(C)C)o1 (stereo not given)	-4%	-3	-23	x	-12%	6%	-7%
C=CCN1C(=O)NC(=O)/C(=C/c2cccn2C)C1=O	0%	-3	-22	10%	76%[activator]	-6%	5%
COc1ccc(S(=O)(=O)Nc2cc(C)on2)cc1	4%	-7	2	24%	-18%	-2%	-4%
CCCCC(CC)C(=O)NCc1ccccc1OC (stereo not given)	93%[activator]	-3	-9	x	-8%	7%	-11%
COc1ccccc1NC(=O)c1ccc(NC(=O)C2COc3ccccc3O2)cc1 (stereo not given)	-26%	-2	32	0%	-17%	1%	-2%
Oc1c(C=Nc2ccccc2Cl)[nH]c2ccccc12	u	47*	77*	u	-19%	-4%	-16%
CSc1nc2ccc(NC(=O)CSc3nnc(N)s3)cc2s1	x	33*	49	69%[activator]	-42%	0%	5%
O=C(COC(=O)COc1ccc(Cl)cc1Br)NCCC1=CCCCC1	12%	x	x	2%	-6%	x	-2%
O=C(O)c1cccc(N/N=C/c2cccs2)c1	i	84*	147*	383%[activator]	-25%	-15%	-3%
COc1c(Cl)ccc(Cl)c1C(=O)OCC(=O)O	8%	-1	11	19%	-18%	-1%	-3%
Cc1cc(C)nc(NS(=O)(=O)c2ccc(NS(=O)(=O)c3ccc(C#N)cc3)cc2)n1	u	3	-15	0%	-24%	-7%	-3%
N#Cc1c(-c2ccccc2)nc(SCc2cccc(C(F)(F)F)c2)[nH]c1=O	-5%	4	-2	0%	-27%	1%	4%
O=C1N=C(N2CCOCC2)SC1=C1CCCCC1	u	75*	81*	2%	-6%	u	-6%
Cc1ccc(C2(C)NC(=O)N(Cc3c(C)noc3C)C2=O)cc1 (stereo not given)	u	10	5	3%	-31%	2%	3%
COc1cc(/C=N/NC(N)=O)cc(Br)c1OCc1ccccc1C	u	-1	17	-9%	-52%	0%	0%
CN1CCN(Cc2cn(C)nc2-c2ccccc2F)CC1c1ccccc1 (stereo not given)	u	-2	10	6%	26%	-1%	-2%
COc1ccc2oc(-c3ccccc3)c(C(=O)O)c2c1	u	-6	8	12%	-10%	-5%	-17%
O=C(O)CCn1cc(C=C2C(=O)NC(=O)NC2=O)c(-c2cc3ccccc3oc2=O)n1	23%	-1	3	26%	-14%	-2%	u
CCOc1ccccc1C(=O)Nc1ccccc1-c1ccccc1	4.1µM*	-4	-7	13%	-11%	1%	-14%

Single values from the entries so far:
O=C(COC(=O)COc1ccc(Cl)cc1Br)NCCC1=CCCCC1 in Pf growth 48h shows 2%
Cc1ccc(C2(C)NC(=O)N(Cc3c(C)noc3C)C2=O)cc1 (stereo not given) in Shiga inhibitor shows 5
O=C1N=C(N2CCOCC2)SC1=C1CCCCC1 in AmpC no deterg shows -6%

Carrying on.
SMILES	Pf growth 96h	Cycloheximide cs	Shiga inhibitor	Pf growth 48h	AmpC no deterg	LmPK inh	TbPYK inhibitor
O=C(NNC(=S)Nc1ccccc1)c1cc(Br)ccc1Cl	u	13	18	9%	-30%	-11%	-18%
Cc1sc2ncnc(SCC(=O)N3CCCC(C(F)(F)F)C3)c2c1C (stereo not given)	-23%	-3	14	0%	-25%	6%	24%
Cc1ccc(SCC(=O)Nc2ccccc2C(=O)O)cc1	x	29*	117*	59%[activator]	-5%	-29%	-17%
CC(=O)N1N=C(C)CC1c1ccc(O)cc1 (stereo not given)	13%	-6	-2	-20%	-12%	-1%	3%
CCOC(=O)c1oc2ccc(Br)cc2c1NC(=O)CN1CCN(C)CC1	133%[activator]	1	-21	u	120%[activator]	2%	-3%
O=C(CCn1c(=O)sc2ccccc21)NCc1ccc2c(c1)OCO2	8%	12*	6	106%[activator]	-22%	2%	1%
COc1ccc(NC(=O)C2CCCN(c3cc(C)nc4ncnn34)C2)cc1 (stereo not given)	u	-1	-14	19%	-8%	-1%	2%
CC1=C(C(N)=O)C(c2cccnc2)n2nc(-c3cccc(Cl)c3)nc2N1 (stereo not given)	35%[activator]	9	-3	15%	14%	-1%	0%
